Assay outcomes deposited in PubChem by National Center for Advancing Translational Sciences (NCATS).
ATXN viability: Viability Counterscreen for Primary qHTS for Inhibitors of ATXN expression; S2 cells (HEK-293 line with an ATXN2-luciferase reporter) viability, CellTiter-Fluor protease fluorescence, 24 h; Potency, µM (top dose mostly 56.7 µM), most hits filed as cytotoxic; actives 0.49% (n = 400,000); AID 651635, 2014; further: potency means the concentration at half of the fitted maximal effect; nearly all actives have a fitted effect of over 40% in size
ATXN2 expr inh: Primary qHTS for Inhibitors of ATXN expression | actives 0.72% (n = 360,000) | HEK-293 ATXN2-luciferase reporter, luminescence, 24 h | Potency, µM (titrated, usually from 57 µM), for inactives: top-dose activity change, negative = inhibition, usual class: inhibitors; further: potency means the concentration at half of the fitted maximal effect; on the % scale 0 is the no-effect control and ±100 the full control effect; nearly all actives have a fitted effect of over 55% in size
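qHTS (up to 57 uM final) was run with 24 h compound exposure of reporter cells at 37 °C. Each well was multiplexed: SteadyGlo luminescence measured ATXN2-luciferase expression after a fluorogenic Gly-Phe-AFC viability readout (25 uM final).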
MCF10A rerep: A quantitative high throughput screen for small molecules that induce DNA re-replication in MCF 10a normal breast cells | MCF 10A DNA re-replication, Hoechst nuclear intensity, 48 h | Potency, µM (titrated, usually from 46.1 µM), inactives show at the top dose activity, positive = re-replication, usual class: activators | actives 2.9% (n = 350,000); further: potency means the concentration at half of the fitted maximal effect; % of control where 0% means no effect; nearly all actives have a fitted effect of over 50% in size
KB-3-1 cytotox: qHTS assay for MDR1-selective chemotherapeutics: Primary screen using the parental adenocarcinoma cell KB-3-1 | KB-3-1 viability, CellTiter-Glo ATP luminescence, 72 h | Potency, µM (doses to about 46.1 µM), for the others: top-dose activity change, negative = cytotoxic, most hits filed as cytotoxic | actives 1.4% (n = 400,000); further: potency means the concentration at half of the fitted maximal effect; on the % scale 0 is the no-effect control and ±100 the full control effect; nearly all actives have a fitted effect of over 60% in size
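Using CellTiter-Glo luminescence, growth of non-resistant KB-3-1 adenocarcinoma cells is assessed 72 h after pin-tool compound addition at 37 °C. Normalized responses across the concentration series yield fitted curves.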
HepG2 tox: qHTS for Inhibitors of TGF-b: Cytotox Counterscreen | HepG2 CAGA-GFP viability, ATP luminescence, 18 h | Potency, µM (highest dose often 46.1 µM), inactives show at the highest dose activity change, negative = cytotoxicity, actives largely listed as cytotoxic | actives 0.76% (n = 410,000) | AID 588856, 2011; further: potency means the concentration at half of the fitted maximal effect; some results filed as inactive show a strong effect at the top dose
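HepG2 CAGA-GFP cells (1000/well, DMEM with 1% FBS) received compound, then TGF-beta at 500 pg/mL final, and were incubated 18 hours at 37 degrees C. Viability was read by CellTiter-Glo luminescence. Media-only wells were set as complete cell-killing and DMSO as no toxicity.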
HT1080 IDH1KD tx: qHTS for induction of synthetic lethality in tumor cells producing 2HG: qHTS for the HT-1080-IDH1KD cell line; actives 2% (n = 360,000); Potency, µM (titrated, usually from 46.1 µM), inactives show at the top dose activity, negative = toxicity, usual class: cytotoxic; HT-1080 IDH1 knockdown viability, ATP luminescence, 48 h; AID 686971, 2013;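 further: potency means the concentration at half of the fitted maximal effect; 0% = DMSO wells and -100% = cell-free medium wells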
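Viability of IDH1-knockdown HT-1080 fibrosarcoma cells was assessed by CellTiter-Glo after 48 h at 37 °C with titrated compound; concentration-effect curves were classified by fit quality and response size.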
IL-1B inflam inh: qHTS for Inhibitors of Inflammasome Signaling: IL-1-beta AlphaLISA Primary Screen. AID 743279, 2014. activity change, % at 57.5 µM. actives 4.7% (n = 360,000). THP-1 LPS/ATP IL-1B secretion, AlphaLISA, 16 h; hits give low values; in the data active means activity change below about -50%; inconclusive means mostly about -30% to -49%; further: on the % scale 0 is the no-effect control and ±100 the full control effect
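THP-1 cells pretreated 1 hr with compounds (up to 57.5 uM final), then stimulated with LPS (250 ng/mL final) plus ATP (1.25 mM final); secreted IL-1B measured by AlphaLISA after 16 hr, decreased signal indicating inhibition.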
HT1080NT lethal: qHTS for induction of synthetic lethality in tumor cells producing 2HG: qHTS for the HT-1080-NT fibrosarcoma cell line | actives 1.6% (n = 360,000) | Potency, µM (top dose mostly 46.1 µM), without a hit: at the highest dose activity, negative = less viability, actives largely listed as cytotoxic | AID 686970, 2013 | HT-1080-NT fibrosarcoma viability, CellTiter-Glo ATP luminescence, 48 h;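 further: NT is the 2HG producing partner of a matched IDH1 knockdown line; potency means the concentration at half of the fitted maximal effect; 0% = DMSO-treated cells and -100% = media-only wells without cells; nearly all actives have a fitted effect of over 55% in size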
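750 cells/well, RPMI + 5% FBS; 2 h settle, compound pin-transfer, 48 h at 37 degrees C. CellTiter-Glo 10 min RT, luminescence. Normalized to DMSO and media-only wells.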
SW480 rerep: A quantitative high throughput screen for small molecules that induce DNA re-replication in SW480 colon adenocarcinoma cells; SW480 DNA re-replication, Hoechst DNA content imaging, 48 h; Potency, µM (top dose mostly 46.1 µM), inactives show at the highest dose re-replication activation, most hits filed as activators; actives 1.8% (n = 340,000); AID 624297, 2012; further: potency means the concentration at half of the fitted maximal effect; % of control where 0% means no effect; nearly all actives have a fitted effect of over 55% in size
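Per well, 250 cells were exposed to pinned compound for 48 hr. Nuclear DNA was visualised with Hoechst (40 min, 37 C) and total object intensity recorded by fluorescence scanning.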
Starred values were filed as active, the others as inactive; i = inactive; ? = inconclusive; · = no result given; & = joins results of further samples; [ ] = another dose, or the depositor's remark. Unless noted, the call rests on the fitted dose curve; in most records, active means well fitted curve in the direction sought with a large enough effect; inconclusive means small, poorly fitted or top-dose-only effect, or another doubt; inactive means no such curve, though single readings can be large; an effect the other way counts as inactive or inconclusive.

SMILES	ATXN viability	ATXN2 expr inh	MCF10A rerep	KB-3-1 cytotox	HepG2 tox	HT1080 IDH1KD tx	IL-1B inflam inh	HT1080NT lethal	SW480 rerep
COc1ccc(NS(=O)(=O)c2cccc(C(=O)NNC(=O)c3ccc(=O)[nH]c3)c2)cc1	i	·	0%	0%	0%	16%	-6	2%	-8%
O=c1[nH]c(N/N=C/c2ccc(O)cc2)nc2ccccc12	i	49%[activator]	9%	?	-8%	0%	63	0%	0%
CN(Cc1ccccc1)C(=O)c1ccc(NC(=O)C2=CSCCO2)cc1	?	·	-3%	4%	-29%	4%	-11	2%	-1%
Cc1nnc(NC(=O)CSc2nccn2Cc2ccc(F)cc2)s1	i	-10%&10%	1%	-4%&-1%	3%&-3%	2%	37	-2%	8%
O=C(O)/C=C/C(=O)N(CC1CCCO1)C1CC(=O)N(c2c(Cl)cccc2Cl)C1=O (stereo unspecified)	?	-21%	1%	1%	0%	-9%	-3	-12%	?
CC(/C=C/c1ccco1)=N\NC(=O)c1cccc(Cl)c1	i	-9%	1%	11%	-6%	?	-1	-22%	?
CCSc1ccc([C@@H]2[C@@H]3C(=O)N(CC)C(=O)[C@@H]3[C@]3(C(=O)OC)CCCCN23)cc1	i	-6%	-1%	3%	-23%	-14%	13	-10%	1%
COCCNC(=O)CN(C(=O)Cn1nnc2ccccc21)c1cc(C)cc(C)c1	i	4%	1%	?	9%	10%	-1	6%	-6%
Cc1cc(OCC(=O)N(Cc2cccs2)C2CCS(=O)(=O)C2)ccc1Cl (stereo unspecified)	i	-15%	-2%	2%	-11%	-10%	-17	-21%	-3%
COc1ccc(F)cc1S(=O)(=O)Nc1cc2c3c(c1)CCN3C(=O)CC2	i	11%	7%	0%	0%	1%	26	-4%	-2%
Cn1c(=O)c2sccc2n2c(CCC(=O)NCc3ccccc3Cl)nnc12	i	2%	·	-15%	0%	·	·	·	·
C/C(Cl)=C/Cn1c(=O)c2c(nc(Br)n2Cc2ccccc2)n(C)c1=O	i	3%	-2%	-9%	33%	-2%	-10	3%	0%

One compound at a time, from the list above. Order of screens: ATXN viability, ATXN2 expr inh, MCF10A rerep, KB-3-1 cytotox, HepG2 tox, HT1080 IDH1KD tx, IL-1B inflam inh, HT1080NT lethal, SW480 rerep
CC(/C=C/c1ccco1)=N\NC(=O)c1cccc(Cl)c1 is entered as i, -9%, 1%, 11%, -6%, ?, -1, -22%, ?
Cn1c(=O)c2sccc2n2c(CCC(=O)NCc3ccccc3Cl)nnc12 is entered as i, 2%, ·, -15%, 0%, ·, ·, ·, ·

(more compounds)
SMILES	ATXN viability	ATXN2 expr inh	MCF10A rerep	KB-3-1 cytotox	HepG2 tox	HT1080 IDH1KD tx	IL-1B inflam inh	HT1080NT lethal	SW480 rerep
S=c1nc(-c2ccc(Cl)cc2)[nH][nH]1	i	17%	11%	14%	-3%	11%	26	10%	-10%
O=c1[nH]c(CN2CCCCC2)ccc1O	i	·	·	32%	-1%	0%	-3	6%	·
O=C(Oc1ccc(C(=S)N2CCOCC2)cc1)c1cccc(Cl)c1	·	-4%	0%	-6%	2%	19%	5	15%	-4%
CC(C)(C)NC(=O)C(c1ccc(O)cc1)N(Cc1ccccc1)C(=O)CCC(=O)Nc1nccs1 (stereo unspecified)	i	-3%	-1%	4%	-5%	-14%	-2	6%	-66%[inhibitor]
CC1=C(C(=O)N(C(C)C)C(C)C)CC(CC(=O)NCCN2CCOCC2)C(=O)N1Cc1ccccc1 (stereo unspecified)	i	-3%	·	12%	-9%	9%	30	13%	·
CCn1c(C(=O)O)c(S(=O)(=O)c2ccc(Cl)cc2)c2ccccc21	i	-6%	5%	-6%	4%	-9%	43	1%	-10%
CC(C)(C)c1ccc(C(CC(=O)O)NS(=O)(=O)Cc2ccccc2)cc1 (stereo unspecified)	i	-3%	5%	1%	-2%	-5%	0	4%	-3%
Cc1cc2cc(NC(=O)c3ccco3)ccc2[nH]1	i	13%	-3%	8%	-32%	4%	?	0%	-2%
O=C(c1ccco1)N1CCN(S(=O)(=O)c2ccc(Br)s2)CC1	i	-12%	28%	-3%	-24%	-15%[9.24 µM]	-10	-1%	-9%
O=C(Nc1nc2ccccc2s1)C1CCN(S(=O)(=O)c2cc([N+](=O)[O-])ccc2Cl)CC1	?	·	3%	2.3µM*	-25%	16µM*	-21	?	?
COc1cc2c(cc1OC)C(c1cc(OC)c(OC)c(OC)c1)C1(O)C(=O)OCC1(O)C2 (stereo unspecified)	i	-5%	1%	18%	3%	6%	11	15%	-4%
CCCCCn1c(=N)n(CC(O)COc2cccc(C)c2)c2ccccc21 (stereo unspecified)	20µM*	32µM*	·	-14%	-107%	·	·	·	·
O=S(=O)(c1ccc2c(c1)OCCO2)N1CCN(c2cccc(Cl)c2)CC1	i	-7%	-2%	-10%	4%	1%	0	-10%	-5%
CCOc1cc(N2CCOCC2)c(OCC)cc1NC(=O)COC(=O)CCOc1ccc(C(C)(C)C)cc1	?	6%	?	-3%	-1%	12%	6	14%	-10%
O=C1CSC(c2ccncc2)N1Cc1ccccc1 (stereo unspecified)	i	0%	16%	7%	-7%	-9%	10	-8%	-1%
O=C(O)CCCC(=O)Nc1cccc(-c2nc3ccccc3[nH]2)c1	i	-1%	0%	-1%	-4%	1%	1	-2%	-5%
CN(Cc1ccccc1)C(=O)c1ccc(NC(=O)c2ccccc2)cc1	?	3%	-1%	-10%	-22%	2%	-13	4%	0%
COc1cc(/C=N/NC(=O)c2cc[n+]([O-])cc2)cc(OC)c1OC	i	6%	2%	19%	-2%	9%	2	11%	-3%
Cc1oc(=O)c(NC(=O)c2ccccc2)cc1C(C)O (stereo unspecified)	i	·	1%	4%	-3%	17%	22	14%	-7%
CC(=O)N1CCN(S(=O)(=O)c2ccc(Cl)cc2F)CC1	i	-18%	-3%	13%	46%	11%	-3	6%	-4%
Cc1ccccc1NC(=O)CSc1nc2c(c(=O)n(C)c(=O)n2C)n1Cc1ccccc1F	i	13%	·	-9%	1%	·	·	·	·
O=c1c2c(-c3ccccc3)csc2ncn1/N=C/c1c2ccccc2cc2ccccc12	i	4%	3%	-6%	-4%	-12%	37	-7%	-4%
COc1ccc(CNC(=O)CCCOc2cc(=O)n(C)c3ccccc23)cc1	i	-15%	12%	3%	-16%	11%	0	17%	-3%
CC(=O)O[C@H]1C(=O)[C@@]2(C)C([C@H](OC(=O)c3ccccc3)[C@]3(O)C[C@H](OC(=O)[C@H](O)[C@@H](NC(=O)c4ccccc4)c4ccccc4)C(C)=C1C3(C)C)[C@]1(OC(C)=O)CO[C@@H]1C[C@H]2O (stereo partly specified)	?	-25%	?	0.058µM*	0%	0.18µM*	17	?	2.1µM*

Quoted from the listing.
For ATXN2 expr inh, COCCNC(=O)CN(C(=O)Cn1nnc2ccccc21)c1cc(C)cc(C)c1 has 4%
For KB-3-1 cytotox, COc1cc(/C=N/NC(=O)c2cc[n+]([O-])cc2)cc(OC)c1OC has 19%

The listing continues.
SMILES	ATXN viability	ATXN2 expr inh	MCF10A rerep	KB-3-1 cytotox	HepG2 tox	HT1080 IDH1KD tx	IL-1B inflam inh	HT1080NT lethal	SW480 rerep
COc1ccc(C(=O)COC(=O)c2ccc(NC(=O)c3ccccc3)cc2)cc1	?	?	4%	-8%	-21%	-4%	0	-3%	?
COCOCCn1cc(CN2CCS(=O)(=O)N(Cc3ccc(-c4cccc(CO)c4)cc3)C(C)C2=O)nn1 (stereo unspecified)	i	-6%	·	-12%	0%	11%	2	6%	·
O=C(OCC1CCC=CO1)C1CCC=CO1 (stereo unspecified)	i	-18%	1%	0%	-16%	-3%	-1	-2%	0%
O=C(Nc1ccc(Br)cc1)C1C2C=CC3(O2)C1C(=O)N(CCN1CCCCC1)C3C(=O)NC1CCCCC1 (stereo unspecified)	i	-19%	-19%	8%	3%	?	?	?	?
CCC(=O)Nc1cccc(-c2nnc(SCC(=O)c3ccccc3)n2C)c1	i	36%	1%	?	-14%	-1%	16	-1%	5%
CCN(CC)c1ccc(C(=O)NNC(=O)C2CSC3(C)CCC(=O)N23)cc1 (stereo unspecified)	i	-5%	0%	6%	-7%	3%	-13	-2%	8%
Cc1ccc(N(C)C(=O)N2CCN(S(=O)(=O)c3ccc4ccccc4c3)CC2)cc1	i	-9%	?	12%	2%	-19%	-3	5%	14%
COc1ccc(C)c2sc(NC(=O)CCS(=O)(=O)c3ccccc3)nc12	i	3%	?	·	-89%	?	-90*	-10%	?
O=C(O)CC1(CC(=O)Nc2ccc3c(c2)C(=O)OC3)CCCCC1	i	·	-3%	4%	-23%	13%	5	17%	-1%
CC[C@H](C)[C@H](NC(N)=O)C(=O)OCC(=O)NCc1ccc(Cl)cc1	i	·	9%	-15%	5%	-9%	-4	-1%	24%
C=CC[C@H](CC(=O)N(CCO)Cc1ccccc1)C(=O)N[C@H](COC(=O)[C@@H](CC=C)Cc1ccc(F)cc1)C(C)(C)C	·	?	?	-29%	0%	?	-61*	-30%	1%
Cc1ccc(S(=O)(=O)c2ccc(Oc3ccccc3)cc2)cc1	i	-11%	6%	-11%	2%	-6%	-12	7%	-6%
Nc1ccc2c(c1Br)Cc1ccccc1-2	i	26%	10%	-16%	-16%	6%	-21	2%	4%
Cc1ccc(OCCSc2nc3ccc(NC(=O)c4ccco4)cc3s2)cc1	i	-11%	·	-4%	-12%	·	·	·	·
COc1cc(/C=C(/C#N)c2nc3ccccc3[nH]2)ccc1OCC(=O)Nc1ccccc1C(C)C	·	?	2.9µM*	?	-50%	8%	19	16%	?
